High-throughput results (PubChem)
Calpain2 inh: inhibitors of pig calpain II, primary screen, biochemical, fluorogenic peptide substrate, 1536-well | AID 1236, 2008 | inhibition, % at 16 µM | purified calpain II, 30 min | actives 0.37% (n = 220,000);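 active = inhibition above about 50%, limit read from the data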
TRPN1 ag: zebrafish TRPN1 channel agonists, primary screen, cell-based, HEK293, calcium fluorescence; AID 1424, 2008; activation, % at 3 µM; actives 0.18% (n = 220,000); HEK293 zebrafish TRPN1-YFP, Fluo-8 calcium fluorescence; 100% = response to 87 µM carbachol; transient receptor potential cation channel N1 (TRPN1/NompC), Danio rerio;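 active = activation above its plate's cutoff, the mean activation of test wells on that plate plus 3 SD, cut at about 19% in these data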;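 note: 0% = DMSO alone and 100% = 87 µM carbachol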
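Assay system: Zebrafish TRPN1-YFP in HEK293 cells | Incubation: Dye loading 1 h at 37 °C, then 30 min room temperature | Measured by: Kinetic Fluo-8 fluorescence, ex 470-495, em 515-575 nm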
BaF3 parental: parental Ba/F3 cell viability inhibition, counter-screen for JAK2V617F inhibitor project, murine pro-B, CellTiter-Glo luminescence; CellTiter-Glo ATP luminescence; inhibition, % at 5.6 µM; actives 1.1% (n = 220,000);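 active = inhibition above a per-campaign cutoff, the mean inhibition of all tested compounds plus 3 SD, cut at about 27% in these data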;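 note: 0% = DMSO wells and 100% = JAK Inhibitor I control wells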
TRPML3 agonist: human TRPML3 channel agonists, primary screen, cell-based, HEK293 TRPML3-YFP, Fluo-8 calcium fluorescence, 3 µM. Mucolipin-3 (Homo sapiens), Q8TDD5. 100% = the carbachol control signal. activation, % at 3 µM. actives 0.29% (n = 220,000). AID 1448, 2008;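 active = activation above its plate's cutoff, the mean activation of the plate's test wells plus 3 SD, cut at about 12% in these data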;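 note: 0% = DMSO only wells and 100% = carbachol wells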
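Material: HEK293 cells stably carrying human TRPML3-YFP; compound dosing: single dose, 3 µM final nominal compound, 0.3% DMSO final; incubation: 1-h 37 °C dye load, 5-s basal, 120-s post-compound reads; technique: Fluo-8 intracellular calcium fluorescence, excitation 470-495 nm, emission 515-575 nm; read-out basis: percent activation from peak-to-basal fluorescence ratio, scaled between DMSO and carbachol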
Ba/F3 V617F tox: reduced viability of JAK2V617F-dependent Ba/F3 cells, primary screen, JAK2V617F inhibitor project, cell-based, Ba/F3 EpoR-JAK2V617F, luminescence | inhibition, % at 5.6 µM | ATP luminescence | actives 1.1% (n = 220,000) | AID 1446, 2008;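 active = inhibition above the campaign mean plus 3 SD over all tested compounds, cut at about 24% in these data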;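 note: cytokine-independent growth of Ba/F3 cells driven by EpoR plus mutant JAK2; 0% = DMSO-treated cells and 100% = JAK inhibitor I control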
PERK inh: block of dimerizer-induced PERK translation repression, primary screen, PERK inhibitor project, CHO PERK-DD cells, SEAP luminescence, HTS; Eukaryotic translation initiation factor 2-alpha kinase 3 (Homo sapiens), Q9NZJ5; CHO PERK-DD fusion, SEAP luminescence translation reporter; inhibition, % at 5.6 µM; actives 0.17% (n = 220,000); AID 1416, 2008;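 active = inhibition above the mean inhibition of all tested compounds plus 3 SD, set separately per screening campaign, cut at about 2.9% in these data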;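 note: PERK kinase domain activated by AP20187 dimerizer at 100 nM; 0% = DMSO with dimerizer and 100% = rapamycin at 8.4 µM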
S1P4 ag: S1P4 receptor agonists, primary screen, cell-based | Sphingosine 1-phosphate receptor 4 (Homo sapiens), O95977 | S1P4-expressing cell line, agonist reporter assay | activation, % at 4.98 µM | actives 0.35% (n = 220,000); in the data active = activation above about 11%;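 note: 0% = DMSO vehicle and 100% = reference agonist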
Target sequence (O95977 whole entry, looked up): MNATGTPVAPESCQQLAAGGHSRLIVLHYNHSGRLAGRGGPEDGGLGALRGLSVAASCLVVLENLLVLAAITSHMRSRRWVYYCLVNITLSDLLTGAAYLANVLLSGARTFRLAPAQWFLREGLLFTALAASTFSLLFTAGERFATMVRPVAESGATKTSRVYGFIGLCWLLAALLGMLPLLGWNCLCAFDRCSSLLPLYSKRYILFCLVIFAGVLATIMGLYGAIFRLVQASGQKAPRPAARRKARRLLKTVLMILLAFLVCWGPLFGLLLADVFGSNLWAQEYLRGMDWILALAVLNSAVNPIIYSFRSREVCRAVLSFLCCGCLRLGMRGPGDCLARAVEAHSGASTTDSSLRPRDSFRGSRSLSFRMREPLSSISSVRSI
EP2 modulator: EP2 receptor modulators, cAMP readout, primary screen, cell-based, HTRF cAMP, PGE2 stimulation; Prostaglandin E2 receptor EP2 subtype (Homo sapiens), P43116; EP2-expressing cells, cAMP HTRF FRET, PGE2 co-stimulation; induction, % at 25 µM; actives 0.83% (n = 260,000); AID 940, 2007;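 active = compounds whose cAMP rise, as percent of the full-agonist control response, exceeds 60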;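 note: rat C6 glioma line stably carrying human EP2 under a CMV promoter; the protocol text gives 20 µM as final concentration; 100% = response of wells given 1 µM PGE2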
Target sequence (P43116 whole entry, looked up): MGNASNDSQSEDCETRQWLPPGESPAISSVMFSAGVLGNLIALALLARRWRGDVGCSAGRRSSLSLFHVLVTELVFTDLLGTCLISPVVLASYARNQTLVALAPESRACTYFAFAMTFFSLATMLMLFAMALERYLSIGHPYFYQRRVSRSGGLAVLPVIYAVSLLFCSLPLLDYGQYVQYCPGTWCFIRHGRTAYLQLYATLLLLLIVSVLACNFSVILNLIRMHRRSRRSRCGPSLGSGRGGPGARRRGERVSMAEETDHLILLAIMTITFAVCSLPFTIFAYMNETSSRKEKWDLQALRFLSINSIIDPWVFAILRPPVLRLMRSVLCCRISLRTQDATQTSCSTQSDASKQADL
S1P4 antag: S1P4 receptor antagonists, primary screen, cell-based | inhibition, % at 4.98 µM | actives 0.26% (n = 220,000) | S1P4-expressing cells, antagonist mode, reporter read-out | Sphingosine 1-phosphate receptor 4 (Homo sapiens), O95977; in the data active = inhibition above about 29%;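 note: 0% = wells stimulated with agonist and 100% = vehicle wells without agonist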
An asterisk follows results filed as active.

entry	SMILES	TRPML3 agonist	EP2 modulator	S1P4 antag	BaF3 parental	S1P4 ag
1	COc1ccc(OCC(=O)N2c3ccc(C)cc3C3CN(C)CCC32)cc1 (configuration not stated)	0.9	15	-11	5	1.3
2	CC1=C(C(N)=O)C(c2ccccc2)n2nc(-c3cccc(C)c3)nc2N1 (configuration not stated)	0.3	17	-4	3	1.0
3	CCN(CC)c1nc(N)c2c(N)n(-c3ccccc3C)c(=S)c(C#N)c2c1C#N	-0.3	-2	-14	5	3.0
4	COc1ccc(Cl)cc1NC(=S)NNC(=O)c1cccnc1	-0.1	-7	-28	1	3.0
5	Cc1ccc2nc(N(CCCN(C)C)C(=O)c3cc4ccccc4oc3=O)sc2c1	1.2	-74	-22	6	1.0
6	CCn1nc(NC(=O)c2ccco2)c2cc3ccccc3nc21	-0.2	-7	11	6	0.0
7	COc1ccc(C2N(S(=O)(=O)c3ccccc3)CCN2S(=O)(=O)c2ccc(C)cc2)cc1 (configuration not stated)	0.7	35	12	2	-1.1
8	N#C/C(=C/c1ccc(O)c([N+](=O)[O-])c1)C(=O)Nc1ccccc1	1.0	-28	6	10	-1.0
9	COc1ccc(C)cc1NC(=O)C(=O)NCc1ccncc1	-0.1	7	1	96*	-5.4
10	O=C1Nc2ccccc2N(O)N1c1cc(-c2ccc(Cl)cc2)[nH]n1	0.3	5	-2	1	-0.1

entry	Ba/F3 V617F tox	PERK inh	Calpain2 inh	TRPN1 ag
1	2	0.0	-8	0.0
2	-3	0.8	-9	1.9
3	3	0.6	-110	1.2
4	-5	1.4	-14	-2.9
5	2	-1.5	7	0.1
6	-1	-1.3	-151	-0.1
7	3	-1.8	4	-1.1
8	2	1.7	-1	0.8
9	-2	0.6	-13	0.2
10	-5	0.1	-3	-1.6

Next entries
entry	SMILES	TRPML3 agonist	EP2 modulator	S1P4 antag	BaF3 parental	S1P4 ag
11	O=C(CSCc1ccc(Cl)cc1)Nc1ccccc1O	0.4	-18	-22	5	-0.4
12	Cc1onc(-c2ccccc2)c1C(=O)N1CCCSC1=Nc1ccccc1	-0.3	48	2	4	-3.3
13	CCN(CC)c1ccc(C=C(c2nnnn2-c2ccc(C)cc2)c2nnnn2-c2ccc(C)cc2)cc1	0.8	11	-12	2	1.1
14	Cc1cccc(N2C(=O)CN(Cc3sccc3C)C2=S)c1	-0.3	-7	-9	3	0.0
15	O=C(CN1CCOCC1)N/N=C/c1ccc(C(=O)O)cc1	0.8	32	1	7	2.0
16	COc1nc(NC(C)C)nc(N(C#N)CN2C(=O)c3ccccc3S2(=O)=O)n1	-0.7	-57	1	-3	-1.2
17	O=C(CCN(CCO)Cc1ccccc1)Nc1ccc(Br)cc1	1.9	-12	4	1	0.3
18	O=C(N1CCC(O)(c2cccnc2)CC1)C12CC3CC(CC(C3)C1)C2	1.2	1	1	7	1.2
19	CS(=O)(=O)c1nc2ccccc2n1Cc1ccccc1	-0.1	2	-7	1	1.7
20	COCn1c(COc2ccccc2)nc2ccccc21	-0.6	-4	-4	2	-0.4

entry	Ba/F3 V617F tox	PERK inh	Calpain2 inh	TRPN1 ag
11	1	2.1	37	-0.5
12	-1	0.4	15	-1.2
13	4	-1.2	29	-1.2
14	-1	0.1	7	-1.1
15	2	0.8	6	1.2
16	-3	-0.2	5	0.3
17	1	-0.7	4	1.0
18	0	0.0	-51	3.6
19	-3	-0.6	29	-0.8
20	-1	-0.3	-24	-1.3

The list continues:
entry	SMILES	TRPML3 agonist	EP2 modulator	S1P4 antag	BaF3 parental	S1P4 ag
21	Cn1c(=O)[nH]c(=O)c2c1nc(NC1CCCCC1)n2Cc1ccccc1	-1.0	61*	-13	3	1.2
22	Cc1ccc(C(=O)/C=C/Nc2ccc(S(=O)(=O)Nc3onc(C)c3C)cc2)cc1	0.4	-17	-25	4	0.1
23	O=C(Cn1cnc([N+](=O)[O-])n1)NCc1ccccc1	1.0	2	-11	6	1.1
24	COC(=O)c1nn(C23CC4CC(CC(C4)C2)C3)c2c1C(=O)N(c1ccc(Br)cc1)C2=O	0.7	25	-20	-1	-0.8
25	O=c1[nH]n(CCO)c(=O)c2cccnc12	0.8	23	1	-1	0.5
26	CC(C)C(C(=O)O)N1CCS(=O)(=O)CC1 (configuration not stated)	0.8	16	1	6	-0.3
27	COC(=O)c1coc(-c2ccc(OC)cc2)c1C(=O)OC	0.7	-9	-8	5	1.1
28	Cc1cccnc1NC(=O)CSc1nnc(COc2ccc(C(C)C)cc2)n1C	0.3	27	-20	3	2.4
29	Cc1onc(-c2c(Cl)cccc2Cl)c1C(=O)NCCN1CCOCC1	0.7	5	3	2	-2.1
30	COc1cc2nc(CN(C)Cc3ccc(F)cc3)[nH]c(=O)c2cc1OC	0.7	-10	-15	4	0.4

entry	Ba/F3 V617F tox	PERK inh	Calpain2 inh	TRPN1 ag
21	6	-0.3	19	-1.7
22	0	-0.2	-32	0.3
23	0	1.1	-35	1.1
24	-3	0.6	-76	-1.3
25	-4	1.6	-23	2.1
26	-3	1.6	-34	1.0
27	-1	-0.8	-33	-1.3
28	-2	1.2	-10	-0.7
29	-3	1.5	-28	-0.3
30	-3	1.6	4	-0.7

From no. 20 to 29, copied from above:
entry	SMILES	TRPML3 agonist	EP2 modulator	S1P4 antag	BaF3 parental	S1P4 ag
20	COCn1c(COc2ccccc2)nc2ccccc21	-0.6	-4	-4	2	-0.4
21	Cn1c(=O)[nH]c(=O)c2c1nc(NC1CCCCC1)n2Cc1ccccc1	-1.0	61*	-13	3	1.2
22	Cc1ccc(C(=O)/C=C/Nc2ccc(S(=O)(=O)Nc3onc(C)c3C)cc2)cc1	0.4	-17	-25	4	0.1
23	O=C(Cn1cnc([N+](=O)[O-])n1)NCc1ccccc1	1.0	2	-11	6	1.1
24	COC(=O)c1nn(C23CC4CC(CC(C4)C2)C3)c2c1C(=O)N(c1ccc(Br)cc1)C2=O	0.7	25	-20	-1	-0.8
25	O=c1[nH]n(CCO)c(=O)c2cccnc12	0.8	23	1	-1	0.5
26	CC(C)C(C(=O)O)N1CCS(=O)(=O)CC1 (configuration not stated)	0.8	16	1	6	-0.3
27	COC(=O)c1coc(-c2ccc(OC)cc2)c1C(=O)OC	0.7	-9	-8	5	1.1
28	Cc1cccnc1NC(=O)CSc1nnc(COc2ccc(C(C)C)cc2)n1C	0.3	27	-20	3	2.4
29	Cc1onc(-c2c(Cl)cccc2Cl)c1C(=O)NCCN1CCOCC1	0.7	5	3	2	-2.1

entry	Ba/F3 V617F tox	PERK inh	Calpain2 inh	TRPN1 ag
20	-1	-0.3	-24	-1.3
21	6	-0.3	19	-1.7
22	0	-0.2	-32	0.3
23	0	1.1	-35	1.1
24	-3	0.6	-76	-1.3
25	-4	1.6	-23	2.1
26	-3	1.6	-34	1.0
27	-1	-0.8	-33	-1.3
28	-2	1.2	-10	-0.7
29	-3	1.5	-28	-0.3

Record cards, from the list above. Order of screens: TRPML3 agonist, EP2 modulator, S1P4 antag, BaF3 parental, S1P4 ag, Ba/F3 V617F tox, PERK inh, Calpain2 inh, TRPN1 ag
Profile of Cc1ccc(C(=O)/C=C/Nc2ccc(S(=O)(=O)Nc3onc(C)c3C)cc2)cc1 → 0.4, -17, -25, 4, 0.1, 0, -0.2, -32, 0.3
Profile of Cc1onc(-c2c(Cl)cccc2Cl)c1C(=O)NCCN1CCOCC1 → 0.7, 5, 3, 2, -2.1, -3, 1.5, -28, -0.3

(continued)
entry	SMILES	TRPML3 agonist	EP2 modulator	S1P4 antag	BaF3 parental	S1P4 ag
31	Cc1cc(C)c(S(=O)(=O)NCC(=O)NCc2ccco2)c(C)c1	-0.7	20	8	8	0.8
32	COc1ccccc1C(=O)NCC(=O)OCC(=O)c1ccc2c(c1)-c1ccccc1C2	0.8	-13	-17	3	0.7
33	Cc1cc(N2CCCC2=O)cc(C)c1S(=O)(=O)NCCOc1ccccc1	2.1	-31	-33	1	1.9
34	CCOC(=O)C1=C(CSc2nccn2C)NC(=O)NC1c1cc(C)ccc1C (configuration not stated)	0.2	-4	-12	4	-1.1
35	O=C(CNc1ccc2ccccc2c1)N/N=C/c1ccc(C(=O)O)cc1	0.6	-2	-14	9	2.5
36	CCOC(=O)C1CCN(S(=O)(=O)c2cccc(-c3csc(C)n3)c2)CC1	2.0	-13	-19	4	1.1
37	NC(=O)CSc1nc2ccccc2n1Cc1ccccc1	0.1	7	-12	1	1.2
38	COc1ccc(/C=C2\SC(=S)N(C(Cc3ccccc3)C(=O)O)C2=O)cc1 (configuration not stated)	0.8	-1	-10	-1	-0.5
39	COc1cccc(C2CC(c3cccs3)=NN2S(C)(=O)=O)c1OC (configuration not stated)	0.0	-6	6	3	0.0
40	Cc1cc(NC(=O)CSc2nncn2-c2ccccc2)no1	0.8	-30	-28	-2	0.5

entry	Ba/F3 V617F tox	PERK inh	Calpain2 inh	TRPN1 ag
31	1	0.6	-11	0.3
32	0	0.6	-14	1.2
33	-2	-1.1	-4	4.4
34	-3	-1.0	-7	-1.3
35	2	0.7	-10	1.4
36	-1	0.2	17	1.8
37	-2	-0.1	-3	1.5
38	-3	0.3	8	0.1
39	-3	0.6	-19	1.7
40	-5	-0.4	0	0.5

Continued:
entry	SMILES	TRPML3 agonist	EP2 modulator	S1P4 antag	BaF3 parental	S1P4 ag
41	O=C(Nc1cnc2ccccc2c1)c1ccncc1	-0.1	2	-8	0	-0.9
42	O=C(CCc1ccccc1)n1nc(-c2ccco2)nc1SCc1ccccc1	-0.4	-6	-16	5	0.9
43	COc1cc(C(=O)N/N=C/c2sc(N3CCOCC3)nc2-c2ccccc2)cc(OC)c1OC	0.4	-46	13	8	0.5
44	Cc1ccccc1OCCn1nc(C(=O)O)c2ccccc2c1=O	1.0	13	-6	5	0.5
45	Cc1ccc(C(c2c(O)nc3n(c2=O)CCS3)c2c(O)nc3n(c2=O)CCS3)cc1	0.5	10	-18	5	2.6
46	COc1cc2c(cc1OC)C(c1ccc(C)o1)CC(=O)N2 (configuration not stated)	-0.5	6	-6	9	2.0
47	Cc1ccc(N(C)C(=O)N2CCN(S(=O)(=O)c3ccc(C)cc3)CC2)cc1	5.5	-18	-17	4	-3.0
48	CCn1nc(C)cc1C(=O)N1CCCC(C(=O)c2cccc(OC)c2)C1 (configuration not stated)	0.9	9	-21	3	-1.5

entry	Ba/F3 V617F tox	PERK inh	Calpain2 inh	TRPN1 ag
41	-4	1.4	-11	-0.4
42	3	0.8	-18	-0.3
43	3	0.1	-112	0.4
44	-3	0.3	25	0.6
45	0	0.7	-14	0.3
46	4	0.4	-35	-0.5
47	-2	-0.2	-10	0.5
48	-2	0.6	-27	2.2
